RAD54 branch = blocks human RAD54 Holliday junction branch migration; FAM/BHQ fluorescence; hit rate 0.14% among 360,000; inhibition, % at 10.4 µM;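 active = mean normalized replicate activity at least 40 and at least half of replicates scoring 40 or more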;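 note: 0% = median of neutral control wells and 100% = median of positive control wells; inhibitors cause a drop in the FAM fluorescence signal; in these data hits start at about 50%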
F508del corr = CFTR F508del correction in bronchial cells; CFBE cells, YFP halide quenching; stimulated with forskolin plus potentiator P3; % fluorescence drop versus neutral controls; activity (quench increase), % at 7.58 µM; hit rate 0.36% among 350,000;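 active = mean added fluorescence quench of at least 8% versus neutral control, with both replicates also reaching 8%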;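 note: cells transiently co-express mutant CFTR-F508del with the halide-sensitive YFP; corrector assay measuring rescue of mutant channel to the surface after 24 h compound exposure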
ERAP1 inh = blocks human ERAP1 aminopeptidase activity. recombinant ERAP1, Leu-AMC fluorescence, 60 min. AID 652197. hit rate 0.15% among 340,000. inhibition, % at 10.7 µM. Q9NZ08;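 active = mean replicate inhibition of at least 30%, or all replicates individually reaching that 30% level; inactive = mean below 30% and not every replicate reaching it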;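 note: 0% = neutral control wells and 100% = L-leucinethiol positive control wells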
INS-1E GSIS act = primary screen for activators of insulin secretion dependent on glucose, INS-1E cells, GLuc reporter luminescence. INS-1E GLuc reporter insulin secretion, 2-3 h. activation, % at 16.6 µM. hit rate 0.61% among 370,000. AID 743287;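 active = lowest replicate activation of at least 40%, so every replicate reaches that level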;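 note: 0% = median of neutral control wells and 100% = median of IBMX positive control wells; some compounds called inactive have numbers as strong as hits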
esBAF inh = SWI/SNF esBAF complex inhibition; hit rate 2% among 350,000; reporter increase, % at 12.5 µM; AID 602393; mouse ES cells, Bmi1-luciferase knock-in reporter, 24 h; 100% = twice the neutral-well signal; in the data active = activation above about 40%;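 note: 0% = median of the plate's neutral control wells and 100% = double that signal; a rise in the Bmi1 reporter signal indicates esBAF inhibition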
ARNT TACC3 PPI = disrupts binding between human ARNT and TACC3 | inhibition, % at 9.99 µM | AID 623870 | hit rate 0.66% among 390,000 | Q9Y6A5 | AlphaScreen His-ARNT PAS-B/GST-TACC3 binding, luminescence; TACC3 fragment carries E629A point mutation;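 active = mean inhibition of replicates at least 50% and at least half of replicates each reaching 50%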;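 note: 0% = complete ARNT plus TACC3 wells and 100% = ARNT alone without TACC3; many hits fall short of the cut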
RAD52 anneal inh = RAD52 (human) annealing inhibition; P43351; recombinant RAD52 DNA annealing, FRET fluorescence; inhibition, % at 18.7 µM; hit rate 0.46% among 360,000;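 active = every replicate showing at least 50% inhibition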
Target sequence (P43351 whole entry, looked up): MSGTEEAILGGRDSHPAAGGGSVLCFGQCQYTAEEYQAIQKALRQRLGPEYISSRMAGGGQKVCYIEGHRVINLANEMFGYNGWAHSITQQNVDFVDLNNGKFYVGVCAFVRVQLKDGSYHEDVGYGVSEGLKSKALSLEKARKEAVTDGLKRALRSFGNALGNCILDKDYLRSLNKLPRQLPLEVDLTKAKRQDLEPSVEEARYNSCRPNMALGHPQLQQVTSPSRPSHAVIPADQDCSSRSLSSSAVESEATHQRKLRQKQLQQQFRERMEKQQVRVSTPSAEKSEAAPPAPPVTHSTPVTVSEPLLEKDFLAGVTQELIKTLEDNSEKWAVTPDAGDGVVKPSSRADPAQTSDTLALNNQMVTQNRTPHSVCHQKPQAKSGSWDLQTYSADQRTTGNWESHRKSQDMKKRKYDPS
Xi reactivation = X-chromosome reactivation activator; XiGFP mouse fibroblasts, % GFP-positive cells imaging, 3 d; cells co-treated with 5-aza-dC sensitizer; scaled so ellipticine positive control = 100%; activation, % at 7.58 µM; hit rate 0.055% among 360,000; AID 743238;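 active = mean normalized replicate activation at least 10% and every replicate at or above 10%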;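 note: 0% = median of on-plate neutral control wells and 100% = ellipticine 6 µM median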
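System: 68-5-11 XiGFP fibroblast line; Timing: 3 days compound exposure; Compound dosing: one concentration, pinned; Benchmarks: positive control ellipticine, 6 µM final; Buffer or medium: DMEM containing 5-aza-dC.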
An asterisk follows results filed as active; . = not tested or not shown; & = joins results of further samples. Not a hit list (roughly 3.3% active in at least one column).

molecule	RAD54 branch	F508del corr	ERAP1 inh	INS-1E GSIS act	esBAF inh	ARNT TACC3 PPI	RAD52 anneal inh	Xi reactivation
CCCC#Cc1cnc2c(c1)C(=O)N([C@@H](C)CO)C[C@H](C)[C@H](CN(C)C(=O)c1ccccc1)O2	2	-0.6	0	-5	0	1	17	-0.4
Cc1nc(Nc2nc(-c3ccccc3)cc(=O)[nH]2)nc2ccccc12	13	.	5	-3	.	.	95*	.
COc1cccc(NC(=O)COC(=O)C2CC2)c1	0	-2.4	5	40	-3	27	-9	0.0
Cc1c(C(=O)N2CCCCC2)c(S(=O)(=O)N(C)Cc2ccco2)c(C)n1C	-4	-1.3	-2	1	-6	-5	-13	0.0
Cc1ncc(CN2CCCC(C(=O)Nc3ccc(-c4cccc(F)c4)cc3)C2)cn1 (stereo not given)	4	-3.5	0	-13	-9	-8	-12	0.3
O=C(NCCO)C(=O)NCC(c1ccc2c(c1)OCO2)N1CCN(c2ccc(F)cc2)CC1 (stereo not given)	7	-1.6	-2	-1	-5	-33	-20	0.0
CCN(CC)c1ccc(S(=O)(=O)N2CCOCC2)cc1NC(=O)CN1C(=O)NC2(CCCC2)C1=O	-8	-0.3	-3	-16	.	-4	-21	0.1
Cc1ccsc1/C=N/NC(=O)c1nnn(-c2nonc2N)c1C	18	-0.6	-1	-2	29	.	-9	0.0
COc1ccc(CN2[C@@H](CC(=O)O)c3ccccc3S2(=O)=O)cc1	6	-1.2	1	.	-3	.	-13	0.0
CCc1cc(C(=O)OC)c(NC(=O)CC2SC(=NC)N(C)C2=O)s1 (stereo not given)	.	.	7	5	3	-3	2	0.3
COc1cccc2cc(C(=O)NCc3ccc(Cl)cc3)c(=N)oc12	8	-3.5	-1	13	4	-6	-23	0.0
O=S(=O)(NCc1nnc2ccccn12)c1ccc(Cl)cc1	-25	0.6	2	.	-9	3	2	-0.9
O=C(NC[C@H]1[C@H](c2ccccc2)[C@H](CO)N1CC1CCCC1)C1CC1	3	4.3	-2	1	-1	-7	-12	0.0
Cc1ccccc1C(=O)Nc1ccc2nc3n(c(=O)c2c1)CCC3	-6	2.2	-1	-2	-3	4	-14	0.1
O=C(Nc1ccccc1N1CCCCC1)c1cccc(OC(F)F)c1	-1	0.9	-3	-13	0	4	-3	0.0
S=C1NC2(CCCCCC2)NN1c1ccccc1	.	-1.1	3	19	.	.	23	-0.1
Cc1cc(C(=O)CCC(=O)NCC(=O)Nc2c(C)cccc2C)c(C)s1	11	-2.6	1	3	-2	-1	-53	-0.1
CC1=NNC(=O)C1CCC(=O)N/N=C/C(Br)=C/c1ccccc1 (stereo not given)	.	.	4	.	.	-2	-2	0.1
COc1ccc(/C=C/C(=O)Nc2cccc(S(=O)(=O)N3CCCC3)c2)cc1OC	-9	-7.7	0	-8	13	11	1	0.0
CCc1ccc2[nH]c(C)c(CN3CCCCCC3)c(=O)c2c1	-2	-1.4	3	-6	0	9	5	0.0

Whole records from above. Order of values: RAD54 branch, F508del corr, ERAP1 inh, INS-1E GSIS act, esBAF inh, ARNT TACC3 PPI, RAD52 anneal inh, Xi reactivation
COc1cccc(NC(=O)COC(=O)C2CC2)c1 is listed as 0, -2.4, 5, 40, -3, 27, -9, 0.0
COc1ccc(/C=C/C(=O)Nc2cccc(S(=O)(=O)N3CCCC3)c2)cc1OC is listed as -9, -7.7, 0, -8, 13, 11, 1, 0.0
CCCC#Cc1cnc2c(c1)C(=O)N([C@@H](C)CO)C[C@H](C)[C@H](CN(C)C(=O)c1ccccc1)O2 is listed as 2, -0.6, 0, -5, 0, 1, 17, -0.4

Additional structures
molecule	RAD54 branch	F508del corr	ERAP1 inh	INS-1E GSIS act	esBAF inh	ARNT TACC3 PPI	RAD52 anneal inh	Xi reactivation
O=C(c1cccnc1)N1CCCC(Nc2ccc(F)cc2)C1 (stereo not given)	-10	-1.9	0	12	-1	-3	-2	0.1
C[C@H]1CN([C@@H](C)CO)C(=O)Cc2cc(NS(=O)(=O)c3ccc(Cl)cc3)ccc2O[C@@H]1CN(C)C(=O)NC1CCCCC1	1	0.6	-1	7	3	-14	14	-0.6
Cc1cc(C)c(NC(=O)CN(C)CC(=O)Nc2cccc(S(=O)(=O)N(C)c3ccccc3)c2)c(C)c1	3	-7.9	4	-40	-2	.	-9	-0.5
CC(C)(O)C#Cc1ccc([C@H]2[C@@H](CO)N3CCCCN(S(C)(=O)=O)C[C@H]23)cc1	-1	-0.8	.	6	3	-12	.	0.0
N#CC1=C(N)SC(N)=C(C#N)C1c1cccc(Oc2ccccc2)c1	.	-1.1	5	-65	2	2	-135	.
O=C(c1cccc(NS(=O)(=O)c2ccccc2)c1)N1CCCCC1	3	-1.8	-3	6	-3	-2	-9	0.2
O=C(CN1C(=O)NC2(CCc3ccccc3C2)C1=O)Nc1ccc(F)cc1 (stereo not given)	-11	.	.	-7	.	-1	.	0.1
CC1Cc2cc(S(=O)(=O)N3CCC(C(=O)N(C)Cc4ccco4)CC3)ccc2N1C(=O)C1CCC1 (stereo not given)	0	-0.5	1	-6	0	-2	-27	0.0
O=C(CNc1ccc(F)cc1)N/N=C1\CCCc2ccccc21	.	0.6	3	-29	.	-3	-15	0.1
CCOc1ccc(CCNC(=O)c2cnccn2)cc1OCC	8	4.2	-2	28	2	-11	-6	0.5
Cc1ccccc1COc1ccc(/C(O)=C2/C(=O)C(=O)N(CCCn3ccnc3)C2c2ccco2)cc1 (stereo not given)	3	.	.	5	-8	15	.	.
N#Cc1ccc(-c2ccc([C@@H]3[C@@H](CO)N4C(=O)CN(C(=O)C5CCC5)C[C@@H]34)cc2)cc1	.	2.0	2	5	.	.	-9	0.0
COCCNC(=O)c1ccc(N2CC3CC(C2)c2cccc(=O)n2C3)c(NC(=O)c2ccccc2Cl)c1 (stereo not given)	-5	-0.5	2	6	5	.	-12	0.1
Cn1c(NC(=O)c2ccccc2C(F)(F)F)cc(=O)n(C)c1=O	4	5.1	3	5	-10	-15	-3	0.0
C=CCNC(=S)NNc1nc2c(c(=O)[nH]1)C1(CCCCC1)Cc1ccccc1-2	.	2.5	-2	0	.	24	-14	0.4
O=C1C(CCCNC(=S)NCc2ccccc2)NC(=S)N1Cc1ccccc1 (stereo not given)	-8	1.5	1	-29	-3	6	-25	0.2
CCn1nc(C)c(CNC(=O)C2CCC(=O)N(CCc3ccc(OC)cc3)C2)c1C (stereo not given)	2	-0.1	-1	6	-2	1	1	0.1
C[C@@H]1CN([C@@H](C)CO)C(=O)c2cc(NS(=O)(=O)c3ccc(F)cc3)ccc2O[C@@H]1CN(C)Cc1ccc(Cl)c(Cl)c1	9	4.6	-2	-29	3	4	0	0.0
COc1ccc(-c2noc(CCC(=O)Nc3cccc(C(=O)NC4CC4)c3)n2)cc1OC	1	3.8	-3	20	12	.	-80	-0.1
Cc1ccccc1C(=O)NC1CCCN(Cc2ccccc2F)C1 (stereo not given)	7	-0.2	-1	6	5	4	-19	0.0
COCCNC(=O)C[C@@H]1C[C@H]2c3cc(NC(=O)COC)ccc3O[C@H]2[C@@H](CO)O1	6	2.1	1	6	2	-9	-26	0.0
COc1cccc(NC(=O)COC(=O)c2sccc2C)c1	-5	-0.7	1	14	50*	-19	4	0.2
CCN(CC(=O)NCc1cccs1)C(=O)CCCOc1ccccc1	-4	-1.0	0	2	4	-6	-16	0.0
CC(=O)NC(Cc1cccc(F)c1)C(=O)NC1CCN(C(=O)c2cccc(C)c2)CC1 (stereo not given)	.	-1.1	1	2	.	-2	-13	0.1
CCCCC(=O)NC(Nc1sc2c(c1C(N)=O)CCCC2)(C(=O)OCC)C(F)(F)F (stereo not given)	-15	.	.	4	-11	-1	.	0.0
C[C@H]1CCCCO[C@H](CN(C)S(=O)(=O)c2ccc(F)cc2)[C@@H](C)CN([C@@H](C)CO)C(=O)c2cc(NC(=O)c3ccccc3)ccc2O1	-1	2.1	-1	-20	3	-1	-2	-0.1
CCc1cccc2[nH]c3cc([N+](=O)[O-])ccc3c12	1	2.4	-1	20	-5	2	-7	0.1
C[C@@H]1CN([C@@H](C)CO)C(=O)c2cc(C#Cc3cccc(F)c3)cnc2O[C@@H]1CN(C)CC1CCOCC1	-2&-6	0.1&2.0	0&0	-5&2	-1&-1	-9	3&15	0.1&-0.9
C[C@@H]1CN([C@@H](C)CO)C(=O)c2cc(NC(=O)Nc3cccc4ccccc34)ccc2O[C@@H]1CN(C)Cc1ccccc1	-5	-0.5	1	-17	1	3	29	-1.1
C[C@H]1CCCCO[C@H](CN(C)C(=O)CCCN(C)C)[C@@H](C)CN([C@@H](C)CO)C(=O)c2cc(NC(=O)c3ccccc3)ccc2O1	-1	0.8	-9	4	-1	2	1	-1.2
CCOC(=O)c1ccc(CNC(=O)CSc2nc(NC(=O)c3ccccc3)c3c(C)c(C)oc3n2)cc1	5	.	.	-21	-3	2	.	.
CCc1nnc(NC(=O)CN2CCC(O)(c3ccccc3OC)CC2)s1	-7	.	1	-2	-1	-2	-8	.
O=C(NC[C@@H]1[C@H](c2ccccc2)[C@H](CO)N1C(=O)C1CCC1)NC1CCCC1	-2	0.6	.	-3	0	-1	.	0.3
COc1ccc(-c2ccc3c(c2)[C@@H]2C[C@H]4[C@@H](C(=O)N2CC3)[C@H](C)ON4C)cc1	-9	1.5	0	.	1	5	-17	-0.1
COCCn1c(SCC(=O)N2CCC(C)CC2)nc2c(c1=O)SCC2	-2	-1.1	-5	22	-2	0	-6	-0.1
Cc1cccc([N+](=O)[O-])c1NC(=O)COC(=O)c1nc2nccc(C)n2n1	-3	-1.4	3	8	-1	1	-17	0.0
CC(C)(C)c1ccc(/C=C/C(=O)N2CCCCC2)cc1	-2	.	-2	12	47*	12	-7	-0.1
Cc1ccc(N2CC(C(=O)NC3=NCCS3)CC2=O)cc1 (stereo not given)	7	.	.	-9	-4	-5	.	.
COc1ccc(C(C)=O)cc1CN1C(=O)C(Cc2ccccc2)ON=C1c1ncccc1C (stereo not given)	-10	-0.5	.	-9	4	.	-17	0.0
CCOC(=O)c1ccc(S(=O)(=O)NC2CCC(C)CC2)cc1 (stereo not given)	-14	1.6	-2	.	20	4	-10	0.1
CCOC(=O)C1=C(COC(=O)/C=C/c2ccccc2F)NC(=O)NC1C (stereo not given)	-9	-0.5	2	21	-1	16	-2	0.0
CCCCNC(=O)c1cc(-c2ccc(OC)c(OC)c2)on1	5	0.3	6	-2	10	-4	3	-0.1
COc1ccc(OCC(=O)NNC(=S)NC(=O)c2ccc([N+](=O)[O-])cc2)cc1	-6	-1.0	1	1	-8	16	-15	0.3
CCOC(=O)c1nc(-c2ccccc2)sc1C(C)=O	.	-1.1	-1	.	10	-2	-17	0.0
COc1ccc(CCNC(=O)c2cc3c(=O)n4cccc(C)c4nc3n(CC3CCCO3)c2=N)cc1 (stereo not given)	4	1.5	-10	3	-6	-7	-25	0.0
CCCn1c2ccccc2c2cnn(CC(=O)NC3CCCC(C)C3C)c(=O)c21 (stereo not given)	12	2.3	-1	14	1	6	-1	0.0
Cc1ccc(S(=O)(=O)N(CC(=O)Nc2ccccc2C(=O)O)c2ccccc2)cc1	.	-0.1	9	2	.	-2	-5	0.0
CC(NC(=O)C1CCCN(C(=O)c2ccc(Cl)cc2)C1)c1cccc(C(F)(F)F)c1 (stereo not given)	-2	0.7	3	-5	6	-8	-6	0.0

Source: PubChem BioAssay
